TRPC4 block: inhibitors of mouse TRPC4 channel, primary screen, Fluo4 calcium, HEK293 TRPC4beta/mu-opioid cells | Short transient receptor potential channel 4 (Mus musculus), Q9QUQ5 | DAMGO-evoked Fluo4 calcium flux; stronger effect = lower value | B-score at 10 µM | actives 0.39% (n = 300,000);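 active = B-score over 3 SD under the library average, no early fluorescence shift, positive overall ratio signal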
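Material: HEK293 cells with stable TRPC4beta plus mu-opioid receptor expression; probe or stimulus: DAMGO in two steps, submaximal then maximal; technique: Fluo4 calcium fluorescence by kinetic imaging, 5 s 1 Hz baseline; measure: integrated fluorescence ratio relative to baseline, converted to per-well B score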
TRPC6 inh: mouse TRPC6 channel inhibitors, primary screen, cell-based, HEK293, membrane potential dye. Short transient receptor potential channel 6 (Mus musculus), Q61143. ACh-evoked depolarization; stronger effect = lower value. B-score at 10 µM. actives 1.1% (n = 310,000). AID 2553, 2010;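 active = B-score under library mean minus 3 SD, initial fluorescence not abnormally high, positive integrated signal ratio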;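 note: B-score derived from integrated fluorescence ratio over the kinetic read; more negative B-score means stronger inhibition of depolarization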
aSyn 5UTR inh: MLPCN primary screen, SNCA 5' untranslated region; alpha-synuclein 5'UTR reporter, inhibitor activity; inhibition, % (tested at 7.5 µM); actives 0.82% (n = 300,000); AID 1813, 2009; in the data active = inhibition above about 60%;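 note: H4 neuroglioblastoma cells stably carrying SNCA 5'UTR luciferase fusion; 0% = DMSO wells and 100% = positive control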
KLF5 inh: KLF5 expression inhibitors, primary screen, DLD-1 cells, luminescence. DLD-1 KLF5 promoter-luciferase reporter. inhibition, % at 5 µM. actives 0.23% (n = 290,000). AID 1700, 2009;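 active = inhibition above a per-plate limit of that plate's mean compound inhibition plus 3 SD, cut at about 60% in these data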;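 note: 0% = DMSO wells and 100% = LY294002 at 200 µM; higher means less KLF5 promoter-driven luciferase light; inactives centre near -14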
IEC-6 tox: cytotoxicity in IEC-6 intestinal epithelial cells, primary screen, cytotoxicity control for KLF5 inhibitor project, cell-based, luminescence; IEC-6 cytotoxicity, luminescence viability; inhibition, % at 5 µM; actives 0.78% (n = 290,000); in the data active = inhibition above about 22%;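 note: 0% = plate median of test compound wells and 100% = cytotoxic reference compound wells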
MrgX1 antagonist: antagonists of human MrgX1 receptor, primary screen, HEK293 cells, Fluo-4 calcium flux; BAM8-22 antagonism; stronger effect = lower value; B-score at 10 µM; actives 1.3% (n = 310,000);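 active = calcium-response B-score plate-corrected more than 3 library SD below zero, starting fluorescence within 5 deviations, no agonist response on first addition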;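 note: peak minus trough fluorescence over baseline after final BAM8-22 challenge near maximal dose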
Target sequence (Q96LB2 whole entry, looked up): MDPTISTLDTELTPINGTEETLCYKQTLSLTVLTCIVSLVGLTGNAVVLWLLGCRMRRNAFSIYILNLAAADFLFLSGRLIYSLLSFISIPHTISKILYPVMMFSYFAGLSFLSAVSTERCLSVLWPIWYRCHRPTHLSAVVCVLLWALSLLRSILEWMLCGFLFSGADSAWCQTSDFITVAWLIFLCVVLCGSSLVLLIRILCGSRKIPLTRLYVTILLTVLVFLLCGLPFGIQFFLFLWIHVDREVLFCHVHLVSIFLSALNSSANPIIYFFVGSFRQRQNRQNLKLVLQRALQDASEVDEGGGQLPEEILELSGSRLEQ
TRPC6 activator: mouse TRPC6 channel activators, primary screen, cell-based, HEK293, membrane potential dye; actives 0.13% (n = 310,000); Short transient receptor potential channel 6 (Mus musculus), Q61143; HEK293-TRPC6 membrane potential dye fluorescence; stronger effect = higher value; B-score at 10 µM;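 active = B-score of the integrated fluorescence ratio above library mean plus 3 SD, and starting fluorescence ratio within library mean plus 5 SD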;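 note: higher score means more depolarization so channel activation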
HIF act: HIF pathway transcriptional activators, primary screen, cell-based, U2OS HRE-luciferase, luminescence; activation, % at 7.5 µM (by protocol); U2OS HRE-luciferase reporter; normalized: DMSO 0%, desferrioxamine 100%; actives 0.32% (n = 300,000); AID 1910, 2009;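 active = mean activation of at least 10% of the iron chelator positive control signal, with at least half of replicates also reaching 10%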
TRPC4 PAM: positive allosteric modulators of TRPC4, primary screen, cell-based, mouse TRPC4beta, HEK293 mu-opioid, Fluo-4 calcium; B-score at 10 µM; DAMGO EC20, Fluo-4 Ca2+ flux; stronger effect = higher value; Short transient receptor potential channel 4 (Mus musculus), Q9QUQ5; actives 0.42% (n = 310,000);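 active = B-score of calcium response area above 5 SD of library B-scores, with initial fluorescence ratio within 5 SD of library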;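 note: B-score of integrated fluorescence ratio over time as area under calcium response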
SKKanGAS inh: S. pyogenes SKKanGAS growth inhibitors in kanamycin, primary screen, streptokinase expression inhibitor project, SKKanGAS strain, BacTiter-Glo luminescence. actives 1.3% (n = 300,000). AID 1662, 2009. 6 h. inhibition, % at 7.5 µM;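 active = mean replicate score, as percent of positive control median, at least 50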;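 note: strain carries kanamycin resistance gene driven by streptokinase promoter and grows in 40 µg/ml kanamycin; loss of luminescence reflects streptokinase promoter inhibition or plain growth inhibition; 0% = median of DMSO wells and 100% = positive control at its reference dose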
TRPC4 act: activators of mouse TRPC4 channel, primary screen, Fluo4 calcium, HEK293 TRPC4beta/mu-opioid cells; B-score at 10 µM; actives 0.49% (n = 310,000); Short transient receptor potential channel 4 (Mus musculus), Q9QUQ5; AID 2237, 2010; Fluo4 calcium fluorescence; stronger effect = higher value;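 active = B-score above 5 SD of library B-scores, and initial fluorescence ratio not above library mean plus 5 SD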;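 note: positive B-score marks a calcium rise read as TRPC4 activation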
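System: HEK293 cells stably co-expressing mouse TRPC4beta and mu-opioid receptor; Schedule: Fluo4 dye loading 45 min at room temperature, 110 s recording; Detection: Fluo4 fluorescence, kinetic; Evaluation: B-scored integrated calcium fluorescence ratio; Controls: buffer (low) and maximal DAMGO (high).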
* = called active by the depositor; i = inactive; nt = no result given; & = joins results of further samples.

SMILES	TRPC4 block	TRPC6 inh	aSyn 5UTR inh	KLF5 inh	IEC-6 tox	MrgX1 antagonist	TRPC6 activator	HIF act	TRPC4 PAM	SKKanGAS inh	TRPC4 act
O=C(NCc1ccc2c(c1)OCO2)c1cc(COc2c(F)cccc2F)on1	i	i	-26	-41	-11	i	i	0.8	i	-11	i
Cc1cnc(C(=O)OCC(=O)Nc2ccc(C)c(S(=O)(=O)N3CCCCCC3)c2)cn1	i	i	-9	-3	0	i	i	-0.5	i	-3	i
CC(C)C(NC(=O)c1ccc(C(C)(C)C)cc1)C(=O)O (stereo unspecified)	i	i	20	-38	-6	i	i	0.3	i	-1	i
COC(=O)c1nnn(-c2ccc(F)c(Cl)c2)c1C(=O)OC	i	i	23	-34	-2	i	i	0.1	i	24	i
COc1c(F)c(F)c(C(=O)O)c(Nc2cccc(C)c2)c1F	i	i	15	-28	2	i	i	0.1	i	7	i
N#Cc1c(NC(=O)c2ccc(N3CCOCC3)c([N+](=O)[O-])c2)sc2c1CCCC2	i	i	-2	9	-5	i	i	-0.5	i	-6	i
CN(C(=O)COc1ccc(S(=O)(=O)N2CCOCC2)cc1[N+](=O)[O-])C1CCS(=O)(=O)C1 (stereo unspecified)	i	i	14	-11	-1	i	i	0.0	i	-5	i
Cc1onc(-c2c(F)cccc2Cl)c1C(=O)N1CCOC12CCCCC2	i	i	-9	-6	-2	i	i	0.3	i	0	i
COc1ccc(NC(C)=O)c(C)c1	i	i	8	-1	-6	i	i	0.0	i	4	i
Cc1cc(=O)oc2cc(OCC(=O)OCC(=O)N(C)C3CCS(=O)(=O)C3)ccc12 (stereo unspecified)	i	i	6	-1	0	i	i	-0.2	i	0	i
O=C(Nc1cccc(Cl)c1)Nc1nccs1	i	i	-159	-88&-37	11&-3	i	i	4.7	i	-6	i
CCOC(=O)Cc1csc(SCC(=O)NC2CCC(C)CC2)n1 (stereo unspecified)	i	i	6	nt	nt	i	i	0.0	i	-6	i
O=C(C[n+]1ccccc1)NNc1ccccc1	i	i	29	nt	nt	i	i	-0.2	i	0	i
CS(=O)(=O)N1CCCC(C(=O)NCCCN2CCc3ccccc3C2)C1 (stereo unspecified)	i	i	4	-4	0	i	i	nt	i	1	i
COc1ccc(C)cc1NS(=O)(=O)c1ccc(NS(=O)(=O)c2ccc(NC(C)=O)cc2)cc1	i	i	-4	16	10	i	i	-0.6	i	3	i
Cc1noc(C)c1S(=O)(=O)N1CCCC(C(=O)Nc2nccs2)C1 (stereo unspecified)	i	i	-13	-22	4	i	i	0.1	i	-2	i
COc1ccc(/C=N/NC(=O)CCCOc2ccc(Cl)cc2Cl)cc1[N+](=O)[O-]	i	i	-3	-38	-1	i	i	-0.2	i	-7	i
COc1ccc(OC)c(N2C(=O)CC(Cc3ccc(Cl)cc3)C2=O)c1 (stereo unspecified)	i	i	2	-9	0	-4.5*	i	0.9	i	-4	i
Cc1nc(-c2nnc(SCC(=O)Nc3ccc(Cl)cc3)n2C)cs1	i	i	-4	-4	2	i	i	0.0	i	3	i
CCCCCCCC(=O)N/N=C/c1ccc(Br)cc1	i	i	11	-6	5	i	i	-0.7	i	nt	i
N#Cc1c(-c2ccccc2)nc2n1CCS2	i	i	-37	-26	3	i	i	1.1	i	-3	i
COc1ccc(C(=O)CSC2=NS(=O)(=O)c3cc(Cl)ccc3N2)cc1	i	i	-1	nt	nt	i	i	0.0	i	41	i
O=C(NC1CCCCC1)C1CC(=O)N(c2cccc([N+](=O)[O-])c2)C1 (stereo unspecified)	i	i	4	4	-5	i	i	0.4	i	0	i
CCOC(=O)c1ccc(N2CN(C3CCCCC3)CNC2=S)cc1	i	i	-21	0	0	i	i	-0.4	i	-2	i
COc1ccc(S(=O)(=O)N2CCCCCC2)cc1Br	i	-6.4*	-3	-12	5	nt	i	-0.8	i	-1	i
CC1CCN(C(=O)Cc2nn(C)c(=O)c3ccccc23)CC1	i	i	-11	-7	-3	i	i	0.6	i	3	i
FC(F)(F)C(F)(F)C(F)(F)c1nnc2ccc(N3CCOCC3)nn12	i	i	16	-29	7	i	i	-0.3	i	0	i
CCOC1=C/C(=C/c2c(N)n3oc(C)cc3nc2=O)C=CC1=O	i	i	1	-3	-7	i	i	-0.1	i	nt	i
N#Cc1c(N)c(C(=O)c2ccccc2)n2ccccc12	i	i	43	nt	nt	i	i	0.4	i	-2	i
Cc1nc2sc(C(c3ccccc3)N3CCN(C(=O)c4ccco4)CC3)c(O)n2n1 (stereo unspecified)	i	i	2	-6	-4	i	i	-0.1	i	-1	i
COc1ccc(NS(=O)(=O)c2cc(NC(=O)CC(=O)c3ccc([N+](=O)[O-])cc3)ccc2C)cc1	i	i	-23	-38	2	i	i	-0.2	i	-6	i
COc1cccc(OCC(=O)NNC(=S)Nc2ccc(Cl)cc2Cl)c1	i	i	1	-8	-2	i	i	0.1	i	0	i
C=CCN(CC=C)C(=O)c1ccncc1	i	i	18	-21	3	i	i	-0.1	i	-4	i
CC(=O)Nc1nnc(CSCc2ccc(F)cc2)s1	i	i	2	-7	-8	i	i	0.1	i	-1	i
COc1ccccc1N1CCN(C(=O)C(CC(C)C)NC(=O)C2CCCCC2)CC1 (stereo unspecified)	i	i	-7	-17	2	i	i	-0.1	i	26	i
CCOc1ccc(/C=N\NC(=O)c2c(C)nc3cc(C)ccn23)cc1	i	i	8	-4	5	i	i	-0.7	i	-3	i
CCC(Sc1ncccc1C(=O)O)C(=O)N1CCCC1 (stereo unspecified)	nt	i	3	1	4	i	i	0.2	i	-2	i
CN=C1SC(C(=O)O)CC(=O)N1C (stereo unspecified)	i	i	1	-6	-7	i	i	-0.1	i	-5	i
O=C(Nc1ccc(Br)cc1)c1cc(-c2ccc3c(c2)OCO3)on1	i	i	-24	8	-1	i	i	-0.6	i	-1	i
COc1ccc(N(CC(=O)N2CCCCCC2)S(=O)(=O)c2ccccc2)cc1	i	i	-3	-7	4	i	i	-0.4	i	-2	i
Cc1ccc(-c2csc(N(CCc3ccccc3)C(=O)COc3ccccc3)n2)cc1	i	i	-15	-19	2	i	i	0.2	i	-13	i
CCCCNC(=O)Nc1ccc(C2SCCS2)cc1	i	i	-91	-12	7	i	i	2.1	i	5	i
Cc1cc(=O)n2[nH]cc(-c3ccccc3)c2n1	i	i	-16	-24	-4	i	i	-0.1	i	-1	i
COc1ccc(/C=N/n2c(C)cc(C)c(C(N)=O)c2=O)cc1	i	i	2	-13	-3	i	i	-0.2	i	-5	i
COc1ccc(Cl)cc1NC(=O)CSc1nc(-c2ccccc2)cc(=O)[nH]1	i	i	1	-20	-4	i	i	-0.8	i	37	i
Cc1cccc2c(-c3ccccc3)cc(=O)[nH]c12	i	i	25	-5	4	i	i	-1.5	i	-5	i
C[C@H](O)CC1=C[C@H](O)[C@@H](C)OC1=O	i	i	2	-21	1	i	i	-0.2	i	0	i
COc1ccccc1/C=C1\SC(=S)N(N2C(=O)CCCC2=O)C1=O	i	i	-19	-19	0	i	i	-0.1	i	6	i
COc1nc(N(C)C)nc(N(OC)S(=O)(=O)c2ccccc2Cl)n1	i	i	10	-23	5	i	i	0.1	i	12	i
CCC(C)N=Cc1c(Nc2ccccc2)nc2c(C)cccn2c1=O (stereo unspecified)	i	i	6	-8	-6	i	i	0.0	i	5	i

The listing continues:
SMILES	TRPC4 block	TRPC6 inh	aSyn 5UTR inh	KLF5 inh	IEC-6 tox	MrgX1 antagonist	TRPC6 activator	HIF act	TRPC4 PAM	SKKanGAS inh	TRPC4 act
Cc1c(NC(=O)NCc2ccccc2)c(=O)n(-c2ccccc2)n1C	i	i	2	3	-4	i	i	0.2	i	2	i
CCN(CC)C(=O)c1cccc(C)c1	i	i	0	nt	nt	i	i	-0.4	i	-2	i
COC1(OC)N=C(N)C2(C#N)C(c3cccc(Oc4ccccc4)c3)C12C#N (stereo unspecified)	i	i	1	-26	0	i	i	-0.2	i	0	i
CC(C)(C)c1ccc(CN2N=Nc3ccccc3S2(=O)=O)cc1	i	i	-30	-15	6	i	i	-26	i	4	i
CCc1ccc(CN2CCC(C(=O)Nc3cccc(-c4nnc(C)s4)c3)CC2)o1	i	i	18	-15	-4	i	i	-0.5	i	5	i
O=C(NC1=NCCS1)[C@H](Cc1ccccc1)N1C(=O)c2ccccc2C1=O	i	i	3	-9	-1	i	i	-0.4	i	-1	i
Cc1ccc(/C=C/C(=O)NC(=S)Nc2ccc(S(=O)(=O)Nc3cc(C)on3)cc2)cc1	i	i	17	-17	-7	i	i	0.1	i	52*	i
CC1=CC(C)(C)NC(=S)N1NC(=O)c1ccccc1Cl	i	i	-3	1	5	i	i	0.4	i	0	i
COc1ccc(NC(=O)CSc2nc3ccccc3c(=O)n2CCCN2CCCCC2)c(OC)c1	i	i	-20	2	-3	i	i	-1.3	i	0	i
Cc1cc(-c2n[nH]c(=S)n2/N=C/c2ccc(Cl)c([N+](=O)[O-])c2)n[nH]1	i	i	-15	-9	-3	i	i	0.1	i	7	i
CCOC(=O)/C(N=Nc1sc(C(=O)OCC)c(C)c1C(=O)OCC)=C(\C)O	i	i	16	-13	-3	i	i	-0.3	i	3	i
Cc1nc2ccc(S(=O)(=O)NCC(=O)NCCN3CCCCC3C)cc2s1 (stereo unspecified)	nt	i	-22	-24	-3	i	i	0.0	i	5	i
O=C(/C=C/c1ccc(OCCCF)cc1)Nc1ccnc(-c2cccnc2)n1	i	i	-121	3	2	i	i	0.0	i	-1	i
O=C(Nc1ccc(Cl)cn1)Nc1ccc(Cl)cn1	i	i	-77	-60	2	i	i	0.1	i	-24	i

Screening data deposited in PubChem by several laboratories.
